HepG2 viability: kills HepG2 cells in TGF-b inhibitor counter-screen | HepG2 CAGA-GFP viability, ATP luminescence, 18 h | Potency, µM (top dose mostly 46.1 µM), for inactives: at the highest dose activity change, negative = cytotoxicity, usual class: cytotoxic | actives 0.76% (n = 410,000); note: potency is the fitted concentration of half-maximal effect; some results filed as inactive show a strong effect at the top dose
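CellTiter-Glo luminescence gave cytotoxicity after 18 hours at 37 degrees C. The cells were HepG2 CAGA-GFP in 1% FBS DMEM, stimulated with 500 pg/mL TGF-beta after compound addition. %Activity was normalised to no-cell wells (complete cell-killing) and DMSO (no toxicity), and curves were fitted and classified.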
SW480 rerep: induces DNA re-replication in SW480 colon adenocarcinoma cells; actives 1.8% (n = 340,000); SW480 DNA re-replication, Hoechst DNA content imaging, 48 h; AID 624297; Potency, µM (highest dose often 46.1 µM), without a hit: at the highest dose re-replication activation, actives largely listed as activators; note: potency is the fitted concentration of half-maximal effect; % of control where 0% means no effect; nearly all actives have a fitted effect of over 55% in size
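First, 250 cells per well were seeded. Next, compound or vehicle (23 nL) was pinned in, plates sat 48 hr at 37 C. Finally Hoechst was added for 40 min before fluorescence scanning.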
MCF10A rerep: induces DNA re-replication in MCF 10a normal breast cells; MCF 10A DNA re-replication, Hoechst nuclear intensity, 48 h; Potency, µM (titrated, usually from 46.1 µM), for the others: top-dose activity, positive = re-replication, hits mostly activators; actives 2.9% (n = 350,000); AID 624296; note: potency is the fitted concentration of half-maximal effect; % of control where 0% means no effect; nearly all actives have a fitted effect of over 50% in size
HT1080 IDH1KD tx: HT-1080 IDH1 knockdown cell toxicity (counter line) | Potency, µM (doses to about 46.1 µM), without a hit: top-dose activity, negative = toxicity, hits mostly cytotoxic | actives 2% (n = 360,000) | HT-1080 IDH1 knockdown viability, ATP luminescence, 48 h;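 note: potency is the fitted concentration of half-maximal effect; 0% = DMSO wells and -100% = cell-free medium wells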
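Using the IDH1-knockdown HT-1080 line run in the same batch and compound series as the NT line, viability after 48 h at 37 °C was determined by CellTiter-Glo luminescence and expressed as % activity.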
KB-3-1 cytotox: kills parental KB-3-1 adenocarcinoma cells; AID 1347075; actives 1.4% (n = 400,000); KB-3-1 viability, CellTiter-Glo ATP luminescence, 72 h; Potency, µM (series often up to 46.1 µM), for the others: at the highest dose activity change, negative = cytotoxic, most hits filed as cytotoxic; note: potency is the fitted concentration of half-maximal effect; % is set by controls: 0 for no effect and ±100 for the full control effect; nearly all actives have a fitted effect of over 60% in size
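Cytotoxicity measured as CellTiter-Glo luminescence after 72 h at 37 C. Compound titrations were pinned onto drug-naive KB-3-1 parental adenocarcinoma cells grown in DMEM with 10% FBS, and normalized data fitted to concentration-response curves.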
ATXN2 expr inh: inhibitors of ATXN2 expression; HEK-293 ATXN2-luciferase reporter, luminescence, 24 h; Potency, µM (top dose mostly 57 µM), inactives show top-dose activity change, negative = inhibition, actives largely listed as inhibitors; actives 0.72% (n = 360,000); note: potency is the fitted concentration of half-maximal effect; % is set by controls: 0 for no effect and ±100 for the full control effect; nearly all actives have a fitted effect of over 55% in size
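ATXN2-luciferase reporter cells (luciferase flanked by upstream and downstream ATXN2 gene portions) were treated 24 h at 37 °C with compounds at up to 57 uM. SteadyGlo luminescence gave expression; GF-AFC fluorescence gave viability.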
HT1080-NT tox: kills 2HG-producing HT-1080-NT fibrosarcoma cells. HT-1080-NT fibrosarcoma viability, CellTiter-Glo ATP luminescence, 48 h. Potency, µM (series often up to 46.1 µM), without a hit: at the highest dose activity, negative = less viability, actives largely listed as cytotoxic. actives 1.6% (n = 360,000). AID 686970;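 note: NT is the 2HG producing partner of a matched IDH1 knockdown line; potency is the fitted concentration of half-maximal effect; 0% = DMSO-treated cells and -100% = media-only wells without cells; nearly all actives have a fitted effect of over 55% in size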
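Compounds were tested in concentration-response format on HT-1080-NT cells for 48 hours at 37 degrees C. Cell viability came from CellTiter-Glo luminescence; curves were classified by r2, response magnitude and activity.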
IL1B secr inh: inflammasome signaling inhibition, IL-1 beta readout; THP-1 LPS/ATP IL-1B secretion, AlphaLISA, 16 h; stronger effect = lower value; activity change, % at 57.5 µM; actives 4.7% (n = 360,000); AID 743279; in the data active = activity change below about -50%; inconclusive = mostly about -30% to -49%; note: % is set by controls: 0 for no effect and ±100 for the full control effect
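Secreted IL-1B measured by AlphaLISA bead assay after 16 h compound exposure of THP-1 cells; compounds (final up to 57.5 uM) added 1 h before LPS (250 ng/mL) and ATP (1.25 mM) stimulation; lower signal means less secretion.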
S2 tox: viability counter-screen for ATXN expression inhibitors; S2 cells (HEK-293 line with an ATXN2-luciferase reporter) viability, CellTiter-Fluor protease fluorescence, 24 h; Potency, µM (top dose mostly 56.7 µM), hits mostly cytotoxic; actives 0.49% (n = 400,000); AID 651635; note: potency is the fitted concentration of half-maximal effect; nearly all actives have a fitted effect of over 40% in size
* marks the source's active call; other numbers are inactive results; i = inactive; ? = inconclusive; . = not tested or not shown; & = joins results of further samples; [ ] = dose if it differs, or a comment. Unless noted, calls come from the whole dose curve; as a rule, active = well fitted curve in the direction sought with a large enough effect; inconclusive = small, poorly fitted or top-dose-only effect, or another doubt; inactive = no such curve, though single readings can be large; an effect the other way counts as inactive or inconclusive. Compounds were not picked by outcome; 8.9% or so of the library scored in one or more.

SMILES	HepG2 viability	SW480 rerep	MCF10A rerep	HT1080 IDH1KD tx	KB-3-1 cytotox	ATXN2 expr inh	HT1080-NT tox	IL1B secr inh	S2 tox
O=C(CN1CCN(c2ccccn2)CC1)N(c1ccccc1)c1ccc2ccccc2c1	-47%	-2%	-8%	-3%	-6%	-15%	-2%	-15	?
CC1(C)CC(C(N)=S)CCO1 (stereo not given)	-33%	1%	-5%	8%	24%	-3%	13%	4	i
O=C(c1cccnc1)N1CCN(c2ccc([N+](=O)[O-])cc2Cl)CC1	-15%	-4%	-5%	1%	13%	15%	2%	11	i
CC1Cc2ccccc2N1S(=O)(=O)c1cccc(C(=O)N2CCN(c3ncccn3)CC2)c1 (stereo not given)	-20%	?	?	?	?	-30%	-29%	-66*	i
CCOc1ccc(Cl)cc1-c1cc(C(=O)Nc2ccc(Br)cc2)[nH]n1	-30%	.	.	?	?	?	-29%	-24	?
COc1ccccc1Nc1nc(C)cc(=O)[nH]1	5%	0%	-8%	18%	-11%	2%	13%	26	i
CCCn1c(=O)[nH]c(=O)c2[nH]cnc21	-1%	-49%&2%[inhibitor]	8%&3%	4%	0%	2%	22%	8	i
C/C(=N\Nc1ccc(C(F)(F)F)cc1[N+](=O)[O-])C1CC1	-1%	-6%	-1%	13%	0%	-3%	19%	-2	i
CCOC(=O)c1cc2c(=O)n3ccccc3nc2n(C(C)C)c1=NC(=O)c1c(-c2c(F)cccc2Cl)noc1C	-11%&13%	18µM*	?	7%	?	-27%&-12%	-11%	-3	i
O=C(Nc1ccc(F)cc1)c1cccnc1N1CCCCC1	-15%	-9%	1%	-20%	-9%	-25%	-3%[9.24 µM]	-6	i
COc1ccc(C(=O)c2c(-c3ccsc3)oc3ccc(-c4ccc(OC)cc4)cc23)cc1	-12%	1%	25%	14%	5%	-4%	15%	-4	i
Cc1ccc(CSCCNS(C)(=O)=O)cc1	-10%	-3%	3%	13%	-2%	-6%	5%	-4	?
Cc1cc(NC(=O)CSc2n[nH]c(-c3ccc(Cl)cc3Cl)n2)no1	-62%	3%	-6%	-4%	-3%	.	-1%	6	i
CN(CC(=O)Nc1ccc(Cl)c(Cl)c1)Cc1nnc(-c2ccc(F)cc2)o1	11%	0%	-1%	-18%	0%	-14%	-15%	-58*	i
COc1cccc(CN2CCNC(=O)C2CC(=O)NCCCN2CCCC2=O)c1 (stereo not given)	-27%	-5%	0%	16%	-11%	-7%	6%	24	i
NS(=O)(=O)c1ccc(NC(=O)COC(=O)C2(c3ccccc3F)CCCC2)cc1	-29%	2%	11%	-13%	?	-16%	-1%	-62*	?
COc1ccc(C(=O)NC(=S)NNC(=O)c2ccccc2O)cc1	-21%	13%	23µM*	-25%	?	-20%	-16%	63	i
O=C(NCc1ccccc1)C(=O)Nc1nc(C23CC4CC(CC(C4)C2)C3)cs1	-5%	?	?	-2%	?	-23%	-5%	23	i
O=[N+]([O-])c1ccc(/C=N/Nc2ccc3ccccc3c2)o1	3%	?	10%	?	-16%	-6%	?	-9	?
COCCSc1ccccc1C(=O)Nc1ccccc1C(C)C	4%	-7%	5%	8%	-3%	.	1%	3	?
Cc1ccc2c(CN(C)Cc3cccc(F)c3)cc(=O)oc2c1C	-35%	3%	?	-19%	?	63%[activator]	-20%	6	i
Cc1cc(C)nc(Nc2nc3ccccc3s2)n1	-1%	-12%	0%	12%	3%	48%[activator]	11%	81	i
O=C(NNC(=O)c1ccc(Cl)cc1Cl)c1ccc2ccccc2c1	-6%	3%	3%	1%	-1%	5%	1%	-5	i
CN(Cc1cnn(-c2ccc(F)cc2)c1)C(=O)[C@H]1O[C@@H](n2ccc(=O)[nH]c2=O)[C@H](O)[C@@H]1O	-6%	.	.	10%	-1%	-12%	6%	-30	i
CCN(CCCNC(=O)C1CCC(=O)N1Cc1ccc(C)cc1)c1cccc(C)c1 (stereo not given)	-28%	-2%	7%	-2%	-4%	-9%	-4%	-4	i
CCN1CCN(c2ccc(NC(=O)c3ccc([N+](=O)[O-])o3)cc2Cl)CC1	-6%	1%	1.3µM*	13µM*	0%	-11%	?	-107*	?
CC1S/C(=N/N=C2CCCCC2)NC1=O (stereo not given)	-2%	-3%	-5%	13%	2%	4%	9%	18	i
CCCn1nnc(NC(=O)c2cc(Br)cc(Br)c2OC)n1	8%	-4%	-1%	8%	-1%	-13%	8%	-6	i
Cc1cccc(NC(=O)CSc2ncc3c(n2)-c2ccccc2N(Cc2ccc(F)cc2)S3(=O)=O)c1C	-1%	.	.	.	8%	-12%	.	.	i
Cc1csc2nc(COc3ccc(NC(=O)C(C)C)cc3)cc(=O)n12	2%	.	.	.	0%	6%	.	.	i
Nc1nc(SCC(=O)Nc2ncc(Cl)cc2Cl)n[nH]1	2%	-2%	0%	11%	2%	-7%	6%	3	i
COc1cccc(NC(=O)c2cnc[nH]2)c1	-22%	-3%	1%	-1%	-2%	22%	5%	9	i
Cc1cc(NC(=O)CSc2ccc3nnc(-c4ccc(F)cc4)n3n2)no1	-13%	0%	16%	-12%	-1%	-11%	-1%	6	i
Cc1ccc(CSCC(=O)NCc2ccc3c(c2)OCO3)cc1	-10%	21%	-2%	0%	-15%	3%	?	-12	i
COC(=O)c1ccc2nc(C3CCCCC3)c(Cc3ccccc3)n2c1	-49%	.	.	?	?	-15%	?	20	?
CCOC(=O)C1(Cc2ccccc2C)CCCN(C(=O)CCc2cccnc2)C1 (stereo not given)	2%	-52%[inhibitor]	-2%	5%	8%	.	2%	13	i
CCOC(=O)CSc1n[nH]c(NC(=O)c2ccc(F)cc2)n1	-20%	0%	2%	-11%	6%	-9%	4%	28	i
Cc1ccc(NS(=O)(=O)c2ccc(C(=O)N3CCCC(C(F)(F)F)C3)cc2)cc1 (stereo not given)	4%	?	9%	2%	-13%	-10%	2%	17	i
CCC(=O)Nc1nnc(-c2cccs2)s1	3%	2%	-8%	14%	6%	35%[11.3 µM]	2%	25	i
COc1cccc(CC(=O)OCC(=O)N(C)CC(=O)Nc2ccccc2Cl)c1	-2%	-16%	-1%	10%	-1%	.	-7%	1	i
CC(Oc1ccc2c(-c3ccccc3)cc(=O)oc2c1)C(=O)NCCCN1CCOCC1 (stereo not given)	-11%	13%	21%	7%	16%	-3%	8%	16	i
COc1ccccc1NC(=O)c1ccc(NC(=O)CN(C)Cc2ccccc2F)cc1	-8%	?	29%	-11%	19%	-5%	-19%	.	i
Cc1cccc(N2CCN(C(=O)CCn3c(=O)[nH]c4ccccc4c3=O)CC2)c1C	-7%	-4%	14%	0%	10%	3%	17%	0	i
CCCCN(C(=O)c1ccc(Cl)c(S(=O)(=O)N2CCOCC2)c1)c1c(N)n(CCC)c(=O)[nH]c1=O	23%	-22%	-5%	-1%	3%	.	7%	-8	i
Cc1cc(C(=O)NCCc2ccc(Cl)cc2)n(-c2ccccc2)n1	-38%	-3%	6%	-15%	0%	-9%	0%	-3	i
COc1ccc(C(CNC(=O)c2cccnc2SC)N2CCOCC2)cc1 (stereo not given)	-4%	-4%[9.22 µM]	5%	9%	21%	-4%	-1%	0	i
O=C(Nc1ccc(O)cc1)c1ccc2c(c1)C(=O)N(Cc1ccccc1)C2=O	-19%	-1%	4%	-16%	-1%	2%	-5%	12	i
CCCn1c(=O)c2[nH]c(-c3ccc(OCC(=O)Nc4ccc(C#N)cc4)cc3)nc2n(CCC)c1=O	-11%	-7%	-3%	0%	0%	-2%	0%	-16	i
CC(=O)N(C(C)=O)c1ccc2c(c1)OCCO2	3%	.	.	3%	-12%	1%	3%	-1	i
C/C(=N\NC(=O)c1cc(-c2ccccc2C)nc2ccccc12)c1cccnc1	-8%	-1%	2%	-2%	.	-7%	-1%	-4	?

A different layout for 10 compounds above:
structure | HepG2 viability | SW480 rerep | MCF10A rerep | HT1080 IDH1KD tx | KB-3-1 cytotox | ATXN2 expr inh | HT1080-NT tox | IL1B secr inh | S2 tox
Cc1ccc(NS(=O)(=O)c2ccc(C(=O)N3CCCC(C(F)(F)F)C3)cc2)cc1 (stereo not given) | 4% | ? | 9% | 2% | -13% | -10% | 2% | 17 | i
CCC(=O)Nc1nnc(-c2cccs2)s1 | 3% | 2% | -8% | 14% | 6% | 35%[11.3 µM] | 2% | 25 | i
COc1cccc(CC(=O)OCC(=O)N(C)CC(=O)Nc2ccccc2Cl)c1 | -2% | -16% | -1% | 10% | -1% | . | -7% | 1 | i
CC(Oc1ccc2c(-c3ccccc3)cc(=O)oc2c1)C(=O)NCCCN1CCOCC1 (stereo not given) | -11% | 13% | 21% | 7% | 16% | -3% | 8% | 16 | i
COc1ccccc1NC(=O)c1ccc(NC(=O)CN(C)Cc2ccccc2F)cc1 | -8% | ? | 29% | -11% | 19% | -5% | -19% | . | i
Cc1cccc(N2CCN(C(=O)CCn3c(=O)[nH]c4ccccc4c3=O)CC2)c1C | -7% | -4% | 14% | 0% | 10% | 3% | 17% | 0 | i
CCCCN(C(=O)c1ccc(Cl)c(S(=O)(=O)N2CCOCC2)c1)c1c(N)n(CCC)c(=O)[nH]c1=O | 23% | -22% | -5% | -1% | 3% | . | 7% | -8 | i
Cc1cc(C(=O)NCCc2ccc(Cl)cc2)n(-c2ccccc2)n1 | -38% | -3% | 6% | -15% | 0% | -9% | 0% | -3 | i
COc1ccc(C(CNC(=O)c2cccnc2SC)N2CCOCC2)cc1 (stereo not given) | -4% | -4%[9.22 µM] | 5% | 9% | 21% | -4% | -1% | 0 | i
O=C(Nc1ccc(O)cc1)c1ccc2c(c1)C(=O)N(Cc1ccccc1)C2=O | -19% | -1% | 4% | -16% | -1% | 2% | -5% | 12 | i

Source: PubChem BioAssay (National Center for Advancing Translational Sciences (NCATS))
